Screens: PubChem, several laboratories
TcdB GH inh: TcdB glycohydrolase inhibition; P18177; hit rate 0.24% among 350,000; TcdB glycohydrolase enzymatic assay, plate reader; AID 652162; inhibition, % at 9.99 µM; in the data active = inhibition above about 10%
PfHsp40 yeast: compounds rescuing yeast from Plasmodium falciparum HSP40 toxicity | S. cerevisiae expressing PfHsp40, growth rescue, ATP luminescence | growth rescue, % at 12.5 µM | hit rate 0.68% among 340,000 | AID 504582; in the data active = growth rescue above about 28%, passing the limit was not always enough; inconclusive = no clear call, values can overlap the other calls;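 note: yeast W303a lacking pdr1 and pdr3 grown in galactose medium; growth measured after three days at 30 °C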
Anthrax LF prot: blocks Bacillus anthracis lethal factor protease | multiplex microsphere protease cleavage assay, LF | hit rate 0.12% among 360,000 | inhibition, % at 10 µM | P15917; note: plate controls were buffer without enzyme for full effect and enzyme alone for no effect
Target sequence (P15917 whole entry, looked up): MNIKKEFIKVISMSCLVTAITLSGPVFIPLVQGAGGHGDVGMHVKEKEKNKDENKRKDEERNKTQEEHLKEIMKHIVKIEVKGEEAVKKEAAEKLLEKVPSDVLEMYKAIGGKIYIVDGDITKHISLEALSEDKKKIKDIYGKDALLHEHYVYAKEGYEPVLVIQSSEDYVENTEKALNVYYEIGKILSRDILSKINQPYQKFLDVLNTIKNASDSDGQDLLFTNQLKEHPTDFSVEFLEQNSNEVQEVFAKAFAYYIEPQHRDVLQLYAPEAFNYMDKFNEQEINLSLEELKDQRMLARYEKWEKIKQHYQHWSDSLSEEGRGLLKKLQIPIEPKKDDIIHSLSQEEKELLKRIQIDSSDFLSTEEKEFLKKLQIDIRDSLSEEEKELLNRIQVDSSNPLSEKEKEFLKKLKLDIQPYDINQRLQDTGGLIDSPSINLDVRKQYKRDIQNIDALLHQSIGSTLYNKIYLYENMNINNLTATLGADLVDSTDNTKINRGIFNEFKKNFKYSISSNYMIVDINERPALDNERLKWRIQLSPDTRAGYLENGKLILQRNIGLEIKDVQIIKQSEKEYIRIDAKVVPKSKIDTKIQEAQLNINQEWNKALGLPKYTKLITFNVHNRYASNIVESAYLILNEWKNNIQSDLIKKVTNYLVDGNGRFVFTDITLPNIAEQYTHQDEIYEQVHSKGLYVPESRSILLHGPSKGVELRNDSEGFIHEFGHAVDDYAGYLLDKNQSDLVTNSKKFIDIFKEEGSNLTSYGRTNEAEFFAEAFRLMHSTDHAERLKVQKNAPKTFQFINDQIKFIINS
PrPC TRFRET: reduces human prion protein on the cell surface. P04156. cell surface PrPC, TR-FRET read-out. inhibition, % at 13.8 µM. hit rate 0.43% among 370,000. AID 720596; in the data active = inhibition above about 24%; note: 0% = median of the test wells and 100% = reference compound wells
Yp Topo-I inh: inhibitors of Yersinia pestis topoisomerase I. Y. pestis Topo-I cleavage product accumulation, plate reader. hit rate 0.064% among 360,000. activity, % at 10 µM; in the data active = activity above about 50%, passing the limit was not always enough; inconclusive = no clear call, values can overlap the other calls; note: inactives centre near 2
CCHFV vOTU inh: CCHFV vOTU protease inhibition; hit rate 0.55% among 370,000; inhibition, % at 11.5 µM; AID 651958; Pep-AMC fluorescence; in the data active = inhibition above about 30%; note: 0% = vehicle wells with enzyme and 100% = no enzyme wells
BoNT A protease: BoNT A light chain protease inhibition; inhibition, % at 10 µM; multiplex microsphere protease substrate cleavage, flow cytometry; hit rate 0.17% among 360,000; AID 588499; note: plate controls were buffer without enzyme for full effect and enzyme alone for no effect
FadD28 binding: inhibitors of Mycobacterium tuberculosis FadD28 bisubstrate binding; hit rate 0.22% among 360,000; FadD28 bisubstrate probe binding, fluorescence polarization; AID 588549; inhibition, % at 12.5 µM; in the data active = inhibition above about 8.5%, passing the limit was not always enough; inconclusive = no clear call, values can overlap the other calls
BoNT-F LC inh: blocks Botulinum neurotoxin F light chain protease; Multiplex microsphere protease cleavage assay, flow cytometry; inhibition, % at 10 µM; hit rate 0.22% among 360,000; in the data active = inhibition above about 35%, passing the limit was not always enough; inconclusive = no clear call, values can overlap the other calls; note: plate controls were buffer without enzyme for full effect and enzyme alone for no effect
* hit, by the source's call; u = inconclusive; x = not tested or not shown. Cut-off read from the data, not from the text of the source, unless noted: active = inhibition above about 30%; inconclusive = no clear call, values can overlap the other calls; inactive = below that.

SMILES	TcdB GH inh	PfHsp40 yeast	Anthrax LF prot	PrPC TRFRET	Yp Topo-I inh	CCHFV vOTU inh	BoNT A protease	FadD28 binding	BoNT-F LC inh
O=c1[nH]c(-c2ccccn2)cc2ccccc12	x	1.0	0.9	-7.4	3.2	-59.1	2.2	-4.2	-0.6
Cc1ccc(NC(=S)NC(=O)C2CCCC2)cc1C	1.5	2.0	-0.6	4.7	12.7	19.0	2.2	-5.7	10.2
COC(=O)c1c(NC(=O)CN2CCN(c3ccccc3OC)CC2)c2cc(C)ccc2n1C	x	1.4	0.2	3.5	8.6	-11.0	-0.9	-0.6	-4.2
COc1ccccc1Oc1ccc(NC(=O)Cc2ccccc2)cc1	0.0	x	-6.8	-0.8	22.4	-10.2	-0.8	-0.8	-4.1
O=C(Cc1ccccc1)N1CCCC(c2nc(-c3cccs3)no2)C1 (stereo not given)	x	0.4	-1.3	-1.6	3.8	-14.4	-3.7	-1.3	-6.7
CCOC(=O)CNC(=O)Nc1cccc(Cl)c1C	x	-2.0	0.7	-2.1	-5.8	-36.8	-0.6	-2.9	9.9
O=C1C=C(Nc2cccnc2)c2ccccc2C1=O	0.6	-1.4	-5.4	-10.2	-2.6	97.9*	0.2	0.3	-6.6
O=C(Cn1cccn1)N1CCCC(N2CCN(c3cccc(C(F)(F)F)c3)CC2)C1 (stereo not given)	2.4	-0.4	-1.2	-3.3	0.5	-2.6	1.0	0.6	4.6
O=C(Nc1ccc([N+](=O)[O-])cc1)c1ccccc1	1.7	1.0	8.0	-18.9	-5.7	-4.2	-2.2	-1.5	-6.1
Cc1ccc(S(=O)(=O)NC2=NCCCCC2)cc1	-0.7	-0.2	-0.5	3.0	-4.3	10.3	0.0	-3.5	-3.1
C[C@]12C[C@@H](O)[C@H](O)CC1=CCC1C2CC[C@@]2(C)C1CC[C@@H]2O (stereo not given in full)	1.0	0.2	-8.0	-5.0	5.8	1.1	0.0	-1.9	-8.4
CC(=O)c1ccc(N2CCN(CC(=O)Nc3ccc4c(c3)OCCO4)CC2)cc1	-0.5	0.8	-5.2	-7.2	20.1	18.3	0.1	-0.4	-0.3

Record cards, as listed above. Order of screens: TcdB GH inh, PfHsp40 yeast, Anthrax LF prot, PrPC TRFRET, Yp Topo-I inh, CCHFV vOTU inh, BoNT A protease, FadD28 binding, BoNT-F LC inh
`O=C(Cn1cccn1)N1CCCC(N2CCN(c3cccc(C(F)(F)F)c3)CC2)C1` (stereo not given) as listed: 2.4, -0.4, -1.2, -3.3, 0.5, -2.6, 1.0, 0.6, 4.6
`CCOC(=O)CNC(=O)Nc1cccc(Cl)c1C` as listed: x, -2.0, 0.7, -2.1, -5.8, -36.8, -0.6, -2.9, 9.9

Continued.
SMILES	TcdB GH inh	PfHsp40 yeast	Anthrax LF prot	PrPC TRFRET	Yp Topo-I inh	CCHFV vOTU inh	BoNT A protease	FadD28 binding	BoNT-F LC inh
CSc1nc2cc(F)c(F)cc2n1C	x	-1.1	-1.7	-2.5	3.4	-8.5	1.2	0.3	6.6
CC(C)C[C@@H](CNCC(=O)[C@H](Cc1c[nH]c2ccccc12)NC(=O)c1[nH]cnc1C(=O)N[C@H](CN)CC(C)C)NC(=O)c1nc[nH]c1C(=O)N[C@@H](CC(=O)O)C(=O)O	1.4	-2.9	-10.6	3.4	14.0	-5.7	-0.3	-3.7	-2.7
CC(=O)Nc1ccc(-c2ccnc3c2CC(C(=O)NCC2CC2)O3)cc1 (stereo not given)	0.6	x	-2.2	-1.7	-4.0	0.1	-0.3	0.0	-6.5
O=C(NCCC1=CCCCC1)c1cc(S(=O)(=O)N2CCCCC2)ccc1Cl	0.8	0.2	0.0	13.4	2.7	8.2	1.7	-0.5	1.9
CCCCN(C(C)=O)c1ccc2c(c1)C1CC2CCN1Cc1ccccc1 (stereo not given)	1.6	x	-2.4	-3.1	34.4	0.0	-0.4	0.1	-2.2
NS(=O)(=O)c1ccc(CCNS(=O)(=O)c2ccc3c(c2)NC(=O)CO3)cc1	0.2	-1.7	-1.3	-0.2	-7.1	-18.2	3.4	-0.1	8.7
C[C@H](CO)N1C[C@H](C)[C@@H](CN(C)CC2CCCCC2)Oc2c(NC(=O)CCC(F)(F)F)cccc2C1=O	2.1	-0.1	3.6	-2.1	-0.2	7.5	0.0	-3.1	-5.5
CCOC(=O)c1ccccc1NC(=O)COC(=O)C1CCN(S(=O)(=O)c2ccccc2C(=O)OC)CC1	-2.2	-0.4	0.3	6.2	20.7	18.5	1.4	-5.7	-2.5
CC(=O)c1ccc(NC(=O)C(Cc2ccccc2)NC(=O)c2ccco2)cc1 (stereo not given)	x	0.0	-4.2	-6.1	6.7	5.5	-0.1	-1.4	17.3
CCN(c1cccc(C)c1)S(=O)(=O)c1ccc(-c2coc(C)n2)cc1	1.0	-0.6	0.5	5.6	8.3	13.4	-0.4	-3.3	1.2
CCC1(C)Cc2ccccc2-c2[nH][nH]c(=O)c21 (stereo not given)	3.3	-0.5	-7.9	8.2	3.5	8.2	-1.9	-2.8	-6.4
O=C(Nc1ccc(F)cc1)c1ccc(S(=O)(=O)N2CCCC2)cc1	0.8	-1.5	-1.9	9.6	3.4	-9.7	-0.2	-1.5	4.7
CC(=O)c1ccc(Sc2ccccn2)c([N+](=O)[O-])c1	1.1	x	-8.5	-2.0	4.0	-9.1	-2.5	-2.1	u
Cc1c(N(C(=O)c2ccccn2)C2(C(=O)NC3CCCCC3)CCCCC2)c(=O)n(-c2ccccc2)n1C	1.3	1.4	-0.3	0.8	5.0	-0.6	-0.2	-2.1	-0.8
Cc1ccc(S(=O)(=O)N2CC(O)CC2C(=O)O)cc1 (stereo not given)	0.6	0.8	-5.0	-2.9	-2.4	-8.8	-1.0	-4.3	9.6
CC1CCC2(CC1)NC(=O)N(CC(=O)Nc1cccc(S(=O)(=O)N(C)c3ccccc3)c1)C2=O (stereo not given)	1.3	x	-4.6	10.0	0.9	5.9	-0.4	0.3	-0.5
O=C1NCN(c2ccccc2)C12CCN(C(c1cc3ccccc3o1)c1nnnn1C1CCCCC1)CC2 (stereo not given)	-2.1	x	-2.2	-5.5	x	7.1	1.9	-2.1	26.4
COc1ccc(CN2C(=O)c3ccccc3C2c2nnnn2-c2ccc3c(c2)OCCO3)cc1OC (stereo not given)	1.8	x	0.7	10.6	x	-2.4	0.7	x	7.6
CCn1c(C)nnc1SCC(=O)Nc1cccc(C(F)(F)F)c1	1.8	-0.4	11.4	-2.6	13.7	-2.7	-0.7	-2.3	u
CSc1nsc(SCC(=O)Nc2ccccc2)n1	-0.6	-0.8	-6.5	10.6	6.2	2.9	-0.9	-6.1	3.4
Cc1ccc(NC2=CC(=O)C(=O)c3ccccc32)c(C)c1	0.7	u	u	-0.6	-12.4	1.5	u	-0.3	u
CCOC(=O)c1c(CC(C)C)csc1NC(=O)COC(=O)c1cnc(C)cn1	1.1	x	-4.5	2.2	6.0	1.7	-0.5	-0.5	-5.3
COc1ccc(NC(=O)CN(C)C(=O)c2cn(-c3ccccc3)nc2-c2ccc(Cl)cc2)cc1	6.6	-0.2	-4.5	4.0	13.3	20.1	1.0	-5.5	-2.3
Cc1ccc(S(=O)(=O)N(C)C)cc1NC(=O)C(C)NC(C)c1cccs1 (stereo not given)	2.9	-0.9	-2.0	-6.7	2.4	8.7	0.2	x	0.1
Fc1ccc(Nc2nc(NCc3cccs3)nc3ccsc23)cc1	-0.9	x	-2.3	18.6	-17.3	3.3	-0.5	-5.1	-7.3
O=C(c1ccco1)N1CCCN(Cc2nc(-c3cccs3)no2)CC1	1.0	-0.4	-0.4	-6.4	9.4	-6.2	-1.1	-0.4	-1.8
Cc1nc(SCC(=O)Nc2cccc(C(=O)O)c2)n[nH]1	-1.2	-0.6	-2.3	-7.1	1.4	-8.7	-0.1	-3.5	1.8
Cc1cccc(C(=O)O/N=C2/CC3CCC2(C)C3(C)C)c1 (stereo not given)	x	0.8	9.4	-1.5	7.5	1.1	0.7	-2.8	-8.1
Cc1cc(Br)ccc1NC(=O)CN(C)C(=O)C1CCN(c2ncnc3sc(C)c(C)c23)CC1	0.3	6.5	-3.6	9.6	27.9	-0.3	6.8	-1.3	14.0
COC(=O)c1ccc(Nc2cc(C)nc(-c3ccccc3O)n2)cc1	x	-0.8	-0.5	-0.3	-12.9	7.6	0.8	-2.6	3.6
O=C(O/N=C(\c1ccccc1)c1ccccn1)c1cccc2ccccc12	x	0.5	1.4	-0.9	14.6	-1.6	0.1	-7.1	0.5
Cc1cc(Br)ccc1NC(=S)N1CCOCC1	0.8	1.0	25.8	8.9	-3.0	-0.8	0.8	-5.1	u
Cc1cccc(N2C(=O)c3ccc(C(=O)Nc4c[nH]c(=O)[nH]c4=O)cc3C2=O)c1	0.1	0.4	-2.1	4.6	4.6	0.1	0.5	1.8	-9.7
Clc1cc(Br)ccc1NCc1cccnc1	0.8	3.0	8.4	11.0	-3.0	9.8	-1.2	-3.3	-4.4
Cn1c(-c2ccc3c(c2)OCO3)cnc1NCc1cccc(O)c1	2.4	0.6	-5.3	3.5	9.7	9.8	-0.1	-0.9	-7.1
CCN(CC)C(=O)CSc1nc2ccc(NC(=O)CSc3nccn3C)cc2s1	x	-1.0	-4.7	0.1	21.7	3.4	0.9	-2.1	6.2
CC(=O)/C(C#N)=C1\NC(=O)C(Cc2ccccc2C)S1 (stereo not given)	1.2	x	-4.4	-5.2	10.0	15.0	-0.5	-3.3	-8.9
CC1(c2ccccc2Cl)NC(=O)N(CC(=O)NCc2ccc3c(c2)OCO3)C1=O (stereo not given)	1.3	-3.6	-1.7	-2.4	1.5	-0.4	-3.4	-2.0	-12.9
Cc1ccc(N=Cc2cc3c(cc2[N+](=O)[O-])OCO3)cc1[N+](=O)[O-]	1.5	x	x	-12.4	-14.4	17.9	x	0.0	x
Cc1ccccc1C(=O)NC1CC(C)(C)NC(C)(C)C1	x	-0.1	x	0.6	-2.3	-1.5	x	-1.2	x
CC(=O)c1cccc(NC(=O)NCCS(C)=O)c1 (stereo not given)	0.8	1.4	-2.4	x	-1.3	x	-1.1	-3.1	-0.5
N#CC(C#N)=C1C=C2C=C(N3CCOCC3)CCC2CC1 (stereo not given)	-1.1	-1.0	-2.5	-1.6	-2.8	-3.5	-10.8	-2.7	12.5
CN(C(=O)Cc1c(C(=O)O)n(C)c2ccccc12)c1cccc(C(F)(F)F)c1	-0.3	-1.0	0.2	-22.3	-3.8	-7.8	-1.0	-1.1	5.0
CCCn1nnnc1NCc1ccc(F)cc1	-0.1	-1.6	-2.7	8.2	-4.6	-1.6	0.4	-2.7	1.2
CCOc1ccc(N(CC(=O)NC2CCCCC2)C(=O)Cn2nnc(-c3ccc(C)o3)n2)cc1	-0.3	0.8	-2.2	5.7	28.1	8.7	1.3	-2.2	-3.8
Cc1ccc(-c2nc3cc(N)ccc3o2)cc1	x	0.6	-2.0	11.9	-10.2	1.2	0.5	-3.3	-0.6
CCOc1ccc(S(=O)(=O)NNS(=O)(=O)c2ccc(C)cc2C)cc1	1.1	-0.4	2.2	4.4	3.8	-19.1	0.4	-2.5	1.0
O=C(NNC(=O)c1cccc2ccccc12)c1ccc(Cl)cc1	-0.3	-0.3	2.7	-10.7	10.4	1.5	0.2	3.5	-0.5
COC(=O)c1ccc(/C=N/Nc2nc(C)c(C)s2)cc1	1.0	1.2	x	0.3	-12.2	-8.6	x	-0.8	x
Clc1cc2nc[nH]c2cc1Cl	0.3	1.1	-3.5	1.6	-0.8	-9.8	2.0	-0.1	u
CC1CCCN(C(=O)COC(=O)Cn2cnc3ccccc32)C1 (stereo not given)	-5.3	-0.9	5.1	-0.6	-7.6	-8.1	-0.1	-0.8	-1.1
CCCN(CC(=O)Nc1ccccc1C)C(=O)c1oc2ccc(OCC)cc2c1C	2.3	1.1	2.7	3.3	15.9	1.8	-1.7	-1.9	-4.5

This is a random part of the collection. Share with any hit: about 2.3%.
